ALDH1A1 inh – ALDH1A1 (human) enzyme inhibition; 220,000 tested, 7.3% active; Purified ALDH1A1, NADH fluorescence, propionaldehyde substrate; Potency, µM (highest dose often 75.3 µM), inactives show at the highest dose activity, negative = inhibition, actives largely listed as inhibitors; P00352; active means well fitted inhibition curve with a large enough effect, not every such curve was filed as active; inconclusive means small, poorly fitted or top-dose-only effect, or another doubt; inactive means no such curve, though single readings can be large or run the other way;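 further: plate controls were no enzyme wells and a reference inhibitor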
TRb SRC2 PPI – TRbeta-SRC2 interaction inhibition | P10828 | 280,000 tested, 0.065% active | AID 1469 | Potency, µM (top dose mostly 106 µM), inactives show at the top dose activity change, negative = inhibition, hits mostly inhibitors | TRbeta-SRC2 peptide binding, fluorescence polarization; receptor liganded with 1 µM T3;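 further: plate controls were bound peptide for no effect and peptide without receptor for full effect; nearly all actives have a fitted effect of over 50% in size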
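Binding of a 20-amino-acid Texas Red SRC2 peptide (20 nM) to TRb ligand-binding domain (0.6 uM) with agonist T3 at 1 uM was followed by fluorescence polarization after a 5 hr room-temperature incubation.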
Tau fluor cs – counter-screen for tau fibril formation inhibitors; tau K18 P301L Alexa594 fluorescence, heparin fibrillization; Potency, µM (series often up to 57.7 µM), without a hit: top-dose activity change, negative = decrease; 280,000 tested, 0.93% active; AID 1463; further: nearly all actives have a fitted effect of over 55% in size
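Human tau K18 P301L (15 uM unlabeled, 0.24 uM Alexa 594-labeled) in 100 mM sodium acetate pH 7 with 20 uM heparin, 6 hr at 37 C. ThT 30 uM added, 1 hr ambient; Alexa 594 FP and total fluorescence read at 555/632 nm.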
Tau FP inhib – blocks human tau fibril formation measured by polarization; P10636; K18 P301L tau heparin fibrillization, Alexa594 FP, 6 h; Potency, µM (top dose mostly 57.7 µM), inactives show at the top dose activity, negative = inhibition, hits mostly inhibitors; 280,000 tested, 0.39% active; AID 1468; further: nearly all actives have a fitted effect of over 55% in size
Target sequence (P10636 561-689 P618L limits assumed): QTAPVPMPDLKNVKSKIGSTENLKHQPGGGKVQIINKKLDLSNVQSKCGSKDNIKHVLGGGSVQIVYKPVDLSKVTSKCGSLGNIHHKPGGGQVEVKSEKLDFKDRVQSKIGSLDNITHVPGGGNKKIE
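Quantitative HTS format: compounds meet 15 uM recombinant K18 P301L tau and Alexa 594-tau tracer in 100 mM sodium acetate pH 7; 20 uM heparin triggers fibrillization at 37 C over 6 hr; FP gives the signal.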
Tau ThT inhib – inhibitors of human tau fibril formation, thioflavin T binding. P10636. 270,000 tested, 2.1% active. recombinant tau K18 P301L (four-repeat tau fragment), heparin-induced fibrillization, ThT fluorescence. Potency, µM (highest dose often 57.4 µM), for inactives: at the highest dose activity, negative = inhibition, hits mostly inhibitors; further: nearly all actives have a fitted effect of over 55% in size
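Aggregation was driven by heparin (20 uM final) acting on recombinant tau […] bearing P301L in 100 mM sodium acetate pH 7; fibrils were detected with Thioflavin T.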
L3MBTL1 inh – inhibitors of human L3MBTL1; 230,000 tested, 0.66% active; AID 485360; Potency, µM (doses to about 57.1 µM), without a hit: at the highest dose activity, negative = inhibition, usual class: inhibitors; AlphaScreen L3MBTL1–H3K9me1 peptide binding; further: nearly all actives have a fitted effect of over 60% in size
Target sequence (Q9Y468 whole entry, looked up): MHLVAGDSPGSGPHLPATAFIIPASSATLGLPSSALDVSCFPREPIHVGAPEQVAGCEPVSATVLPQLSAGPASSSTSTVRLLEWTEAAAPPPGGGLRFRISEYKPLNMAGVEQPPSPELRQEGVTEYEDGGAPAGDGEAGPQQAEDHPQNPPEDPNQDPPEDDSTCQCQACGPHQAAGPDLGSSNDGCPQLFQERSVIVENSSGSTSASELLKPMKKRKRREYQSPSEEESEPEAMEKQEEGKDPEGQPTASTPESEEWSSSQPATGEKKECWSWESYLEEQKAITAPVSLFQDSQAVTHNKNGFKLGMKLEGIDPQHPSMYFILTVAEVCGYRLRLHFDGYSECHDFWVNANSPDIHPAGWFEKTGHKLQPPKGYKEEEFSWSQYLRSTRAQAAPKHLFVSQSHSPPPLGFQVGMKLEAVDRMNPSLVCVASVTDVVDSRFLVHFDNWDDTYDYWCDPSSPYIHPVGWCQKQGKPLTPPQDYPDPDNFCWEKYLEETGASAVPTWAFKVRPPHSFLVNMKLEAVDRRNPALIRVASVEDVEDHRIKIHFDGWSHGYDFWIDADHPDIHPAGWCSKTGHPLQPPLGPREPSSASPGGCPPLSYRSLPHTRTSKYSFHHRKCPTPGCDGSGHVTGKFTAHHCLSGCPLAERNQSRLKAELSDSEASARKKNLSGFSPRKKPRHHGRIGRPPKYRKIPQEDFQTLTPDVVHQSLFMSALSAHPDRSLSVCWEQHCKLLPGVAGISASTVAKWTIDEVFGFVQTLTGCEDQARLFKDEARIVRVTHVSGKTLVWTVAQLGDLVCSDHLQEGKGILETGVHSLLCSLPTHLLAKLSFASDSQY
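Displacement of a biotinylated histone H3(1-15) peptide monomethylated at Lys9 (75 nM) from L3MBTL1 (50 nM) was measured by AlphaScreen after a 30 min room-temperature compound incubation; cefsulodin titration served as intraplate control.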
TexasRed fluor – counter-screen for TRb-SRC2 inhibitors: fluorescence interference | Potency, µM (highest dose often 106 µM), for inactives: at the top dose fluorescence change, negative = quenching | 280,000 tested, 0.29% active | TRb/SRC2 Texas Red total fluorescence interference; active means well fitted curve in either direction with a large enough effect; inconclusive means small, poorly fitted or top-dose-only effect
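Human TRb ligand-binding domain at 0.6 uM with 20 nM Texas Red SRC2 peptide in Tris buffer containing 1 uM T3 and 5% DMSO, incubated with compound 5 h at ambient temperature. Total fluorescence (555/632 nm) calculated as parallel + 2 × perpendicular.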
aGal spleen mod – inhibitors or activators of human alpha-galactosidase in spleen homogenate; human spleen homogenate, 4MU-alpha-Gal fluorescence, 40 min; Potency, µM (top dose mostly 80 µM), without a hit: at the top dose activity change, negative = inhibition, hits mostly inhibitors; 240,000 tested, 0.008% active;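 further: 0% = enzyme with vehicle and -100% = no enzyme basal signal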
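Human spleen homogenate (1 ug) as enzyme source, 4-methylumbelliferyl-alpha-D-galactopyranoside 1 mM final, citrate/phosphate pH 5.0 with 0.01% Tween-20. Compounds 40 min at 37C, NaOH/glycine stop; fluorescence Ex 365/Em 440, Hill-fit AC50.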
Numbers without * were called inactive; ? = inconclusive; . = no result given; [ ] = remark or other dose. Unless noted, the call rests on the fitted dose curve; in most records, active means well fitted curve in the direction sought with a large enough effect; inconclusive means small, poorly fitted or top-dose-only effect, or another doubt; inactive means no such curve, though single readings can be large; an effect the other way counts as inactive or inconclusive. Unless noted, on the % scale 0 is the no-effect control and ±100 the full control effect; potency means the concentration at half of the fitted maximal effect.

Every second line gives: ALDH1A1 inh | aGal spleen mod | Tau ThT inhib | Tau fluor cs | Tau FP inhib | TRb SRC2 PPI | L3MBTL1 inh | TexasRed fluor
> C=C[C@H](N)CCC(=O)O
→ -8% | -3% | 5% | -3% | 3% | 3% | . | 0%
> O=c1cc(-c2ccc(Br)cc2)[nH][nH]1
→ 8% | 0% | ? | -30% | ? | -15% | -21% | -2%
> C[C@H](NC(=O)[C@@H]1CCC(=O)N1Cc1ccco1)c1ccccc1
→ -2% | -4% | -10% | -12% | -10% | 2% | 4% | 4%
> CC(C)CNc1nc(NC(C)(C)C)nc(Oc2ccc(=O)[nH]n2)n1
→ 3% | 3% | -2% | -3% | -8% | 1% | -2% | -2%
> COc1cc(O)ccc1C(C)=O
→ 0% | 3% | -8% | -24% | 2% | -4% | . | -1%
> CCOc1ccc(N2C(=O)C3Sc4[nH]c(=O)sc4C(/C=C/c4ccccc4)C3C2=O)cc1 (stereo not given)
→ 11µM* | 2% | 14µM* | ? | -16% | -8% | -19% | 2%
> CCOc1cc(CNCC2CCCO2)cc(Br)c1OCC(N)=O (stereo not given)
→ -9% | -9% | -3% | -1% | 10% | 6% | 3% | -5%
> O=C(c1cccs1)n1nc(-c2ccccc2)nc1NCc1ccc(F)cc1
→ ? | 4% | -3% | -25% | ? | -2% | . | 3%
> O=c1c2ccccc2nc(COc2ccccc2)n1/N=C/c1cc([N+](=O)[O-])ccc1O
→ ? | -4% | ? | ? | -4% | 6% | -11% | 0%
> COc1ccccc1N1CCN(C(=O)N2CCOCC2)CC1
→ 12% | -6% | 2% | 6% | -1% | -9% | 0%[11.4 µM] | -1%
> Cc1cccc(-c2noc(CCCOc3ccc(Cl)cc3Cl)n2)c1
→ -2% | -2% | -17% | -12% | -4% | 10% | . | 1%
> CC(=O)C1=C(O)C(=O)N(CCc2ccccc2)C1c1ccccc1[N+](=O)[O-] (stereo not given)
→ ? | -3% | 5% | 15% | -5% | 5% | 11% | -7%
> Nc1nc(COc2ccccc2C=O)nc(Nc2ccccc2)n1
→ . | 1% | . | ? | 9% | 2% | . | 0%
> O=C1N2CCSC2=NC1(Nc1ccccn1)C(F)(F)F (stereo not given)
→ 0% | 3% | -11% | -8% | -6% | 4% | 11% | 1%
> CC1CCN(c2ccc(C(=O)O)cc2NS(=O)(=O)c2ccc(Br)cc2)CC1
→ ? | -1% | -18% | -12% | 2% | -1% | -12% | -1%
> CCN(CC)C(=O)c1ccc2c3c(cccc13)C(=O)N(CCc1ccc(OC)c(OC)c1)C2=O
→ -9% | 0% | -12% | -8% | 8% | 3% | -4% | -4%
> CCn1c(SCC(=O)NC(C)(C)C)nnc1-c1ccoc1C
→ 1% | 0% | -2% | -5% | -13% | -3% | 4% | 1%
> Cc1ccc(S(=O)(=O)CC(=O)c2ccc(C(C)(C)C)cc2)cc1
→ 6% | -5% | -3% | -12% | 4% | 0% | 11% | 2%
> O=C(NCc1ccccc1)c1ccc(Br)o1
→ 0% | 6% | -1% | 0% | 3% | 1% | 2% | -2%
> COc1ccccc1N1CCN(C(=O)CSc2nnc(NC(=O)c3ccco3)s2)CC1
→ 0% | -2% | -22% | -13% | ? | -1% | 3% | -4%
> CCCCCCCCCCCCCCCC(=O)C1=C(O)C(CO)OC1=O (stereo not given)
→ -5% | -6% | ? | ? | -6% | 10% | . | -3%
> CC(=O)Nc1ccc(N=Cc2ccc[nH]2)cc1
→ -5% | 0% | -8% | 2% | 4% | -6% | -9% | 3%
> COCCCNC(=O)C1CCC(CNS(=O)(=O)c2ccc(Cl)cc2)CC1 (stereo not given)
→ -12% | -9% | -3% | -7% | -2% | -2% | -3% | 1%
> Cc1cc(Oc2ccccc2)nc(SCC(=O)Nc2ccc(Cl)c(Cl)c2)n1
→ 11% | 4% | -23% | ? | ? | 0% | . | 0%
> COc1ccccc1C(=O)Nn1c(C2CCC2)nc2ccccc2c1=O
→ -4% | 14% | 0% | -1% | 0% | -6% | -2% | 3%
> Cc1cc(Cl)ccc1C(=O)C1CCCN(C(=O)c2cscn2)C1 (stereo not given)
→ -3% | -1% | -7% | -2% | -4% | 0% | -3% | -3%
> Cc1ccc(C(=O)N/N=C/C=C/c2ccccc2)o1
→ -1% | 4% | -22% | -6% | 1% | -3% | . | -1%
> Cc1c(C(=O)NCc2cccnc2)oc2ccccc12
→ -4% | -2% | 1% | 1% | 1% | 2% | -3% | -8%
> CCc1nnc(NC(=O)C2CCN(c3cnccn3)CC2)s1
→ ? | 7% | -6% | -3% | 4% | 5% | -6% | -1%
> O=C1NCCCCC1NC1CC(=O)N(c2ccccc2)C1=O (stereo not given)
→ -12% | -10% | -4% | 2% | -3% | -4% | -1% | -3%

Two of the compounds above, tab-delimited.
Structure	ALDH1A1 inh	aGal spleen mod	Tau ThT inhib	Tau fluor cs	Tau FP inhib	TRb SRC2 PPI	L3MBTL1 inh	TexasRed fluor
Cc1c(C(=O)NCc2cccnc2)oc2ccccc12	-4%	-2%	1%	1%	1%	2%	-3%	-8%
CCc1nnc(NC(=O)C2CCN(c3cnccn3)CC2)s1	?	7%	-6%	-3%	4%	5%	-6%	-1%

Following part.
Every second line gives: ALDH1A1 inh | aGal spleen mod | Tau ThT inhib | Tau fluor cs | Tau FP inhib | TRb SRC2 PPI | L3MBTL1 inh | TexasRed fluor
> CCCCCc1cc(=O)oc2c(C(CCN3CCCC(C)C3)c3ccc(N(C)C)cc3)c(OC)cc(OC)c12 (stereo not given)
→ . | -8% | ? | ? | 0% | -4% | . | -2%
> CCOC(=O)CSc1ccc(C(=O)Nc2ccc(Cl)cc2)cn1
→ 2% | 4% | -15% | -20% | -16% | 2% | 5% | -2%
> CCCCNC(=S)N=Nc1c(O)n(Cc2ccccc2)c2ccccc12
→ 20µM* | -2% | -17% | ? | -1% | 5% | -30% | -4%
> S=C(NCc1ccco1)Nc1ccccc1
→ 29% | -10% | -14% | -13% | -9% | 1% | -6% | 1%
> CC(=O)Nc1cccc(/C(C)=N/NC(=O)c2ccc3c(c2)OCO3)c1
→ 1% | 0% | -13% | 10% | 0% | 1% | -6%[11.4 µM] | -6%
> O=c1c(O)c(-c2ccccc2)oc2ccc3occc3c12
→ ? | -1% | -25% | -28% | -12% | -2% | . | -7%
> CCOC(=O)Cn1c(=NC(=O)C2COc3ccccc3O2)sc2cc(S(N)(=O)=O)ccc21 (stereo not given)
→ ? | -4% | -12% | -10% | 4% | 3% | -12% | -1%
> CCO[C@@H]1OC(C(=O)N2CCN(Cc3ccc4c(c3)OCO4)CC2)=C[C@H](c2coc3ccccc3c2=O)[C@H]1CCCO
→ 1% | 0% | 1% | 10% | 5% | -10% | -2% | -2%
> O=C(N/N=C/c1cccc(C(F)(F)F)c1)C1CCN(c2ncc(C(F)(F)F)cc2Cl)CC1
→ 32%[activator] | 7% | 0% | -1% | 0% | -1% | 1% | -5%
> COc1cccc(-c2nc3ccccc3c(=O)o2)c1
→ ? | -7% | -11% | -13% | 6% | -1% | . | -2%
> O=C(CSc1ncc(-c2ccc(F)cc2)n1Cc1ccco1)Nc1nccs1
→ 9% | 8% | 5% | -11% | -5% | -5% | ? | -1%
> COc1cccc(C2N(c3ccccn3)C(=O)C3CCCN32)c1OC (stereo not given)
→ -6% | 11% | -16% | ? | 9% | 8% | 4% | -1%
> O=C(CSc1nnc(NC2CCCCC2)s1)Nc1ccc(N2CCOCC2)cc1
→ ? | 1% | ? | -19% | 6% | -3% | -6% | -3%
> Cc1ccccc1OCCn1nc(C(=O)O)c2ccccc2c1=O
→ -3% | 13% | ? | -4% | 15% | 2% | -3% | 2%
> CC1CN(S(=O)(=O)c2ccc(C(=O)Nc3nccs3)cc2)CC(C)O1 (stereo not given)
→ . | -7% | 2% | 0% | -1% | -6% | 7% | -1%
> CCOCCCNC(=S)NCCCNc1nc2c(C)cc(C)cc2cc1C#N
→ ? | 8% | ? | -24% | 2% | 4%[53 µM] | 32%[activator] | -1%[53 µM]
> Cc1cc([N+](=O)[O-])ccc1NC1CCCC1
→ ? | -1% | ? | -7% | -9% | -3% | -12% | 0%
> O=C(N/N=C/c1coc2ccccc2c1=O)c1cn(-c2ccccc2)nc1-c1ccccc1
→ 3.2µM* | -2% | 9% | -22% | ? | -4% | -4% | 1%
> COc1cccc(CN(C)C(=O)Nc2cccc(C(F)(F)F)c2)c1OC
→ -4% | -4% | -6% | -21% | -1% | -3% | 8% | 10%
> O=S(=O)(c1cccc(S(=O)(=O)N2CCN(c3ncccn3)CC2)c1)N1CCOCC1
→ -2% | 1% | -6% | -7% | -2% | 4% | 11% | -4%
> CCOP(=O)(OCC)C(Nc1cccc(C)c1)c1ccc(F)cc1 (stereo not given)
→ 9% | 1% | 5% | 0% | 5% | -8% | 5% | -1%
> Cc1ccc(SC(C)c2nc(-c3ccccc3)no2)cc1 (stereo not given)
→ -4% | 5% | -19% | -13% | -6% | -7% | 100%[activator] | 0%
> CC(C)(Oc1ccc(Cl)cc1)C(=O)Nc1cccc(-c2cn3cccnc3n2)c1
→ . | . | -8% | -17% | -5% | -6% | . | -4%
> COc1cc(C(=O)NCc2nnc(SCC(=O)N3CCCCC3)o2)cc(OC)c1OC
→ -7% | -3% | -6% | -4% | 4% | -14% | . | -2%
> COCCN(CC(=O)NCc1ccccc1)C(=O)CCC(=O)Nc1nccs1
→ 3% | 6% | -3% | -1% | -2% | 2% | 7% | 0%
> Cc1ccc(CNC(=O)c2cc(S(=O)(=O)N3CCCCC3)cn2C)cc1
→ . | . | 2% | -3% | -3% | -4% | . | -1%
> Cc1ccc(/C=N/n2c(-c3ccc(Cl)cc3)n[nH]c2=S)o1
→ . | -11% | -10% | -13% | -8% | -6% | -3% | -2%
> CCN(CC)S(=O)(=O)c1ccc(OC(C)C)c(NC(=O)c2c3c(nc4ccccc24)CCN(Cc2ccccc2)C3)c1
→ ? | -2% | -16% | -11% | 2% | 1% | -8% | 0%
> C=C(C)C1CC[C@]2(CO)CC[C@@]3(C)[C@H](CCC4[C@@]5(C)CCC(O)C(C)(C)C5CC[C@@]43C)C12 (stereo not given in full)
→ 9% | 10% | -2% | -5% | -6% | -8% | . | ?

Screening data from PubChem BioAssay.
